3CLpro inhibitor: SARS-CoV 3CLpro protease inhibition | 290,000 tested, 0.14% active | recombinant SARS-CoV 3CLpro, quenched FRET peptide cleavage | P0C6X7 | AID 1706 | inhibition, % at 6 µM; in the data active = inhibition above about 12%
TcdB inh: blocks C. difficile toxin B glycohydrolase activity; inhibition, % at 9.99 µM; TcdB glycohydrolase enzymatic assay, plate reader; 350,000 tested, 0.24% active; P18177; in the data active = inhibition above about 10%
PriA SSB inh: inhibitors of Klebsiella pneumoniae PriA binding to SSB C-terminal tail; inhibition, % at 33 µM; AID 1272365; 430,000 tested, 0.6% active; AlphaScreen SSBct-PriA binding, biotinylated peptide; in the data active = inhibition mostly above about 37%, no sharp cut-off; inactive = mostly below about 20%;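 note: plate controls were negative control peptide for no effect and reference peptide for full effect; strong numbers were not always called active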
CCHF vOTU inh: blocks the CCHF virus ovarian tumor domain protease. AID 651958. CCHFV vOTU protease, Pep-AMC fluorescence. 370,000 tested, 0.55% active. inhibition, % at 11.5 µM; in the data active = inhibition above about 30%; note: 0% = vehicle wells with enzyme and 100% = no enzyme wells
VHR inh abs: DUSP3 (human) phosphatase inhibition | inhibition, % at 13.3 µM | recombinant VHR phosphatase, pNPP absorbance | AID 1654 | 290,000 tested, 0.52% active; in the data active = inhibition above about 50%; note: some compounds called inactive have numbers as strong as hits
Target sequence (P51452 whole entry, looked up): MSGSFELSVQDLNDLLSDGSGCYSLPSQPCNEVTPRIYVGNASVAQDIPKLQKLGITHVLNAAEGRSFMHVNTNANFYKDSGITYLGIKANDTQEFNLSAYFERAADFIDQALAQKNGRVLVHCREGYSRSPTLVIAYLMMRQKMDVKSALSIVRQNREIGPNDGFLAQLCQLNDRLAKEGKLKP
BH1578 lux ind: induces V. cholerae light production without autoinducers; AID 588436; V. cholerae BH1578 lux reporter, luminescence, 6 h; activation, % at 18.7 µM; 350,000 tested, 0.16% active; in the data active = activation mostly above about 9.7%, no sharp cut-off; inconclusive = no clear call, values can overlap the other calls; inactive = mostly below about 3.7%; note: not every result past the cut was called active; inactives centre near 0; reference of the scale not given here
BoNT A protease: inhibitors of Botulinum neurotoxin A light chain protease | multiplex microsphere protease substrate cleavage, flow cytometry | inhibition, % at 10 µM | 360,000 tested, 0.17% active | AID 588499; note: plate controls were buffer without enzyme for full effect and enzyme alone for no effect
Anthrax LF inh2: blocks Bacillus anthracis lethal factor protease | multiplex microsphere protease cleavage assay, LF | inhibition, % at 10 µM | 360,000 tested, 0.12% active | AID 588501; note: plate controls were buffer without enzyme for full effect and enzyme alone for no effect
Target sequence (P15917 whole entry, looked up): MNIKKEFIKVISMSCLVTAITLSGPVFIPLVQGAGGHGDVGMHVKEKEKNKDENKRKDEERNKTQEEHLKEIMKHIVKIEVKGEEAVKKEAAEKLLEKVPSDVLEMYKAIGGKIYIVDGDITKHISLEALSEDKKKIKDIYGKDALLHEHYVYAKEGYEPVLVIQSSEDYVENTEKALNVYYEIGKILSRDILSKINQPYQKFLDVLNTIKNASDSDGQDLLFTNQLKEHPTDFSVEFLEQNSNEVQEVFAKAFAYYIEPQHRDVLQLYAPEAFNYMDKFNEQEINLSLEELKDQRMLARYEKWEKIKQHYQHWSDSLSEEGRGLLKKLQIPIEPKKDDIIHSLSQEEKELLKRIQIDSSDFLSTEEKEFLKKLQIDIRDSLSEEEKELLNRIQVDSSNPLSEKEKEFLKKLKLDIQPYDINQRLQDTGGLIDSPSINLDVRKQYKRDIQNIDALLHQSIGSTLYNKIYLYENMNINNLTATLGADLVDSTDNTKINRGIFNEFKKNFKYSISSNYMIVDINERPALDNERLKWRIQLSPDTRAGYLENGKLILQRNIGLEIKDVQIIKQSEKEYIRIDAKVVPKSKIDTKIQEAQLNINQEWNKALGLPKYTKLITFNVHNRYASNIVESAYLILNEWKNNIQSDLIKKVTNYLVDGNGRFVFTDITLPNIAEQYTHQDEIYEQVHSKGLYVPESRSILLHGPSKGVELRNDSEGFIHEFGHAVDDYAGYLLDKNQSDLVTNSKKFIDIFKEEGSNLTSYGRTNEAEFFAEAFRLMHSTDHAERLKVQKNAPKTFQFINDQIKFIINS
PfHsp40 rescue: compounds rescuing yeast from Plasmodium falciparum HSP40 toxicity; S. cerevisiae expressing PfHsp40, growth rescue, ATP luminescence; growth rescue, % at 12.5 µM; 340,000 tested, 0.68% active; AID 504582; in the data active = growth rescue above about 28%, passing the limit was not always enough; inconclusive = no clear call, values can overlap the other calls;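 note: yeast W303a lacking pdr1 and pdr3 grown in galactose medium; growth measured after three days at 30 °C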
Yp Topo-I inh: inhibitors of Yersinia pestis topoisomerase I | Y. pestis Topo-I cleavage product accumulation, plate reader | 360,000 tested, 0.064% active | activity, % at 10 µM; in the data active = activity above about 50%, passing the limit was not always enough; inconclusive = no clear call, values can overlap the other calls; note: inactives centre near 2
* = called active by the depositor. Cut-off read from the data, not from the text of the source, unless noted: active = inhibition above about 30%; inconclusive = no clear call, values can overlap the other calls; inactive = below that. Not all compounds are listed, so the mix of outcomes need not match the whole.

`CCOC(=O)c1sc(=S)n(C)c1NC(=O)c1ccccc1Cl` gave 3CLpro inhibitor -2, TcdB inh -0.2, PriA SSB inh 3, CCHF vOTU inh 18, VHR inh abs -2, BH1578 lux ind -0.2, BoNT A protease 2.0, Anthrax LF inh2 -4, PfHsp40 rescue 1.0 and Yp Topo-I inh 1.
`O=c1c2ccccc2cnn1CCOc1cccc(Br)c1` gave 3CLpro inhibitor -3, TcdB inh 1.2, PriA SSB inh -12, CCHF vOTU inh 8, VHR inh abs -8, BH1578 lux ind 0.0, BoNT A protease -0.1, Anthrax LF inh2 -2, PfHsp40 rescue 0.7 and Yp Topo-I inh -1.
For Nc1nnc(SCC(=O)OCc2ccccc2)s1 the results were 3CLpro inhibitor -1, TcdB inh 1.2, PriA SSB inh 4, CCHF vOTU inh -16, VHR inh abs -4, BH1578 lux ind -3.1, BoNT A protease -0.4, Anthrax LF inh2 -5, PfHsp40 rescue 0.9 and Yp Topo-I inh -9.
For O=C1CS/C(=N/N=C/c2ccncc2)N1 the results were 3CLpro inhibitor -3, TcdB inh -0.5, CCHF vOTU inh 0, VHR inh abs 10, BH1578 lux ind -1.4, BoNT A protease -0.3, Anthrax LF inh2 -9 and Yp Topo-I inh 1.
For O=C(OCc1cn([C@@H]2C[C@H](c3ccccc3)N(C(=O)C3CCCCC3)C[C@H]2O)nn1)c1ccccc1 the results were TcdB inh 0.7, CCHF vOTU inh 15, BH1578 lux ind inactive, BoNT A protease -0.2, Anthrax LF inh2 1 and Yp Topo-I inh 24.
`CC(NC(=O)c1ccc(S(=O)(=O)Nc2ccccc2Cl)cc1)c1ccncc1` (stereo not drawn) gave TcdB inh 0.5, PriA SSB inh 0, CCHF vOTU inh 1, BH1578 lux ind inactive, BoNT A protease 0.2, Anthrax LF inh2 0, PfHsp40 rescue -0.3 and Yp Topo-I inh 12.
Cc1ccc(S(=O)(=O)N2CCC(=O)N([C@H](COCc3ccccc3)C(C)C)CC2)cc1 was read as TcdB inh 0.4, CCHF vOTU inh 4, BoNT A protease 0.9 and Anthrax LF inh2 -9.
O=C1NC2(CCCC2)N=C1c1ccc(Cl)cc1 was read as 3CLpro inhibitor 2, TcdB inh -3.5, PriA SSB inh -24, CCHF vOTU inh -5, VHR inh abs 26, BH1578 lux ind -0.4, BoNT A protease -2.1, Anthrax LF inh2 0, PfHsp40 rescue 0.1 and Yp Topo-I inh -1.
Screening CC(C)N1CCN(Cc2ccc(Sc3nncn3C)o2)CC1CCO (stereo not drawn) returned 3CLpro inhibitor -4, TcdB inh 0.2, PriA SSB inh 1, CCHF vOTU inh -18, VHR inh abs 13, BH1578 lux ind inactive, BoNT A protease -1.2, Anthrax LF inh2 4, PfHsp40 rescue 0.9 and Yp Topo-I inh 0.
COc1ccc(CNC(=O)C2CCN(S(=O)(=O)c3cccnc3)CC2)cc1 was read as 3CLpro inhibitor 5, TcdB inh 0.8, PriA SSB inh -1, CCHF vOTU inh 9, VHR inh abs -1, BH1578 lux ind inactive, BoNT A protease 1.2, Anthrax LF inh2 0, PfHsp40 rescue 0.2 and Yp Topo-I inh 5.
CSc1ccc(CNC(C)C(O)c2ccccc2)cc1 (stereo not drawn) was read as 3CLpro inhibitor 0, TcdB inh 0.7, PriA SSB inh -11, CCHF vOTU inh 7, VHR inh abs 22, BH1578 lux ind -0.3, BoNT A protease -0.5, Anthrax LF inh2 -3, PfHsp40 rescue -0.8 and Yp Topo-I inh 2.
Screening O=C(COc1ccc2ccccc2c1Br)NNC(=O)Nc1ccccc1 returned 3CLpro inhibitor -4, PriA SSB inh -18, CCHF vOTU inh 16, VHR inh abs 38, BH1578 lux ind -1.0, BoNT A protease -1.0, Anthrax LF inh2 -4, PfHsp40 rescue 1.6 and Yp Topo-I inh 16.
For CCOC(=O)COc1ccc(C(=O)NC2CCCCC2)cc1 the results were 3CLpro inhibitor -3, TcdB inh 1.7, PriA SSB inh -11, VHR inh abs -12, BH1578 lux ind 1.0, BoNT A protease inconclusive, Anthrax LF inh2 2, PfHsp40 rescue -1.3 and Yp Topo-I inh 3.
NS(=O)(=O)c1ccc(CCNC(=O)CCCn2ncn3c(cc4occc43)c2=O)cc1 was read as 3CLpro inhibitor -9, TcdB inh 2.4, PriA SSB inh 7, CCHF vOTU inh 1, VHR inh abs -7, BH1578 lux ind inactive, BoNT A protease 3.6, Anthrax LF inh2 0, PfHsp40 rescue 0.9 and Yp Topo-I inh -3.
CC(C)NC(=O)c1cc(-c2ccc(F)cc2OC(C)C)n[nH]1 was read as TcdB inh 3.1, CCHF vOTU inh 7, BH1578 lux ind -3.0, BoNT A protease -0.6, Anthrax LF inh2 1 and Yp Topo-I inh -6.
`COc1cc2c(cc1OC)C(c1ccccc1)N(C(=O)C(C)(C)C)CC2` (stereo not drawn) gave 3CLpro inhibitor -3, TcdB inh 0.2, PriA SSB inh -3, CCHF vOTU inh 12, VHR inh abs -10, BH1578 lux ind inactive, BoNT A protease -0.6, Anthrax LF inh2 9, PfHsp40 rescue -2.8 and Yp Topo-I inh 5.
`NC(=O)c1ccc(Cc2ncc(C(F)(F)F)cc2Cl)s1` gave 3CLpro inhibitor 5, PriA SSB inh -13, CCHF vOTU inh 0, VHR inh abs -13, BH1578 lux ind 6.0, BoNT A protease -0.3, Anthrax LF inh2 -1, PfHsp40 rescue 1.5 and Yp Topo-I inh -5.
`Cc1ccc(C2CC(=O)Nc3cc4c(cc32)OCO4)o1` (stereo not drawn) gave 3CLpro inhibitor -7, PriA SSB inh 8, CCHF vOTU inh 6, VHR inh abs -4, BH1578 lux ind -2.2, BoNT A protease 1.0, Anthrax LF inh2 -3, PfHsp40 rescue 0.3 and Yp Topo-I inh -12.
CC(C(=O)Nc1ccc2c(c1)OCO2)N1CCN(C)CC1 (stereo not drawn) was read as 3CLpro inhibitor 7, TcdB inh 0.6, PriA SSB inh -6, CCHF vOTU inh 16, VHR inh abs 4, BH1578 lux ind 4.5, BoNT A protease -0.4, Anthrax LF inh2 -3, PfHsp40 rescue 0.2 and Yp Topo-I inh -4.
For CCN1C[C@]2(COC)CC[C@H](O)[C@@]34C5C[C@H]6[C@H](O)C5[C@](O)(C[C@H]6OC)[C@@H]([C@H](OC)C23)[C@@H]14 (stereo partly drawn) the results were PriA SSB inh -7, BH1578 lux ind -0.3, BoNT A protease -1.6, Anthrax LF inh2 5 and Yp Topo-I inh 3.
`COC(=O)c1cc(S(=O)(=O)N2CCN(c3ccc(C(C)=O)cc3)CC2)cn1C` gave 3CLpro inhibitor 6, TcdB inh 1.2, PriA SSB inh -12, CCHF vOTU inh 12, VHR inh abs 12, BH1578 lux ind 5.3, BoNT A protease -1.1, Anthrax LF inh2 -4, PfHsp40 rescue -0.6 and Yp Topo-I inh 22.
`O=c1oc2ccccc2cc1-c1nc2ccccc2o1` gave 3CLpro inhibitor 5, TcdB inh 1.8, PriA SSB inh -7, CCHF vOTU inh -309, VHR inh abs 16, BH1578 lux ind -0.5, BoNT A protease 0.5, Anthrax LF inh2 0, PfHsp40 rescue 0.2 and Yp Topo-I inh 1.
Cc1ccc2c(c1)nnn2C1CCN(C(=O)c2cccs2)CC1 was read as 3CLpro inhibitor -1, PriA SSB inh -13, CCHF vOTU inh -10, VHR inh abs -6, BH1578 lux ind -0.6, BoNT A protease 1.2, Anthrax LF inh2 5, PfHsp40 rescue -0.4 and Yp Topo-I inh -6.
For Cc1sc2ncnc(N(C)Cc3ccco3)c2c1C the results were 3CLpro inhibitor -2, PriA SSB inh -11, CCHF vOTU inh 0, VHR inh abs 30, BH1578 lux ind -17, BoNT A protease -0.1, Anthrax LF inh2 -8, PfHsp40 rescue -0.8 and Yp Topo-I inh 0.
`C=CCNc1nc(C(=O)OCC(=O)N(Cc2ccccc2)C(C)C)cs1` gave TcdB inh 0.5, PriA SSB inh -8, CCHF vOTU inh 11, BH1578 lux ind -0.4, BoNT A protease -0.4, Anthrax LF inh2 -8, PfHsp40 rescue -0.4 and Yp Topo-I inh 14.
COC(=O)c1ccc(NC(=O)Cn2nc(SC)n(N)c2=S)cc1 was read as 3CLpro inhibitor 0, PriA SSB inh 2, CCHF vOTU inh 2, VHR inh abs -7, BH1578 lux ind -0.4, BoNT A protease -0.1, Anthrax LF inh2 0, PfHsp40 rescue 0.2 and Yp Topo-I inh -4.
`CCOC(=O)C(Cc1ccccc1)C(=O)Nc1ccc(NC(=O)C(Cc2ccccc2)C(=O)OCC)cc1` (stereo not drawn) gave 3CLpro inhibitor 5, PriA SSB inh -9, CCHF vOTU inh 1, VHR inh abs -3, BH1578 lux ind -0.3, BoNT A protease -0.3, Anthrax LF inh2 0, PfHsp40 rescue -1.1 and Yp Topo-I inh -1.
`COCCOC(=O)c1c(C)oc2ccc(NS(=O)(=O)c3ccc(C)cc3)cc12` gave 3CLpro inhibitor 1, TcdB inh 1.6, PriA SSB inh -4, CCHF vOTU inh 1, VHR inh abs 21, BH1578 lux ind -0.2, BoNT A protease 0.2, Anthrax LF inh2 0, PfHsp40 rescue 0.4 and Yp Topo-I inh 23.
`CCN(CC)C(=O)CCn1nc(-c2ccc(C)cc2)c2ccccc2c1=O` gave 3CLpro inhibitor -2, PriA SSB inh 10, BH1578 lux ind -1.6, BoNT A protease -2.7, Anthrax LF inh2 5, PfHsp40 rescue 1.1 and Yp Topo-I inh 20.
`CCCc1cc(=O)[nH]c(SCC(=O)NC(=O)OCC)n1` gave 3CLpro inhibitor 3, PriA SSB inh 4, CCHF vOTU inh -7, VHR inh abs -27, BH1578 lux ind 7.7, BoNT A protease 1.6, Anthrax LF inh2 -2, PfHsp40 rescue 0.7 and Yp Topo-I inh -1.

A draw from above in order of molar mass, descending.
`CCOC(=O)C(Cc1ccccc1)C(=O)Nc1ccc(NC(=O)C(Cc2ccccc2)C(=O)OCC)cc1` (stereo not drawn) gave 3CLpro inhibitor 5, PriA SSB inh -9, CCHF vOTU inh 1, VHR inh abs -3, BH1578 lux ind -0.3, BoNT A protease -0.3, Anthrax LF inh2 0, PfHsp40 rescue -1.1 and Yp Topo-I inh -1.
For CCN1C[C@]2(COC)CC[C@H](O)[C@@]34C5C[C@H]6[C@H](O)C5[C@](O)(C[C@H]6OC)[C@@H]([C@H](OC)C23)[C@@H]14 (stereo partly drawn) the results were PriA SSB inh -7, BH1578 lux ind -0.3, BoNT A protease -1.6, Anthrax LF inh2 5 and Yp Topo-I inh 3.
`O=c1oc2ccccc2cc1-c1nc2ccccc2o1` gave 3CLpro inhibitor 5, TcdB inh 1.8, PriA SSB inh -7, CCHF vOTU inh -309, VHR inh abs 16, BH1578 lux ind -0.5, BoNT A protease 0.5, Anthrax LF inh2 0, PfHsp40 rescue 0.2 and Yp Topo-I inh 1.

Going on with the list:
O=C(O)c1ccccc1/C=N/n1c(C2CCCCC2)n[nH]c1=S was read as 3CLpro inhibitor -3, TcdB inh -2.4, CCHF vOTU inh -14, VHR inh abs 30, BH1578 lux ind -1.9, BoNT A protease -1.4, Anthrax LF inh2 6, PfHsp40 rescue 0.5 and Yp Topo-I inh 2.
CC1(c2ccccc2)NC(=O)N(CC(=O)N2CCN(S(=O)(=O)c3cccs3)CC2)C1=O (stereo not drawn) was read as TcdB inh 1.1, PriA SSB inh -8, CCHF vOTU inh -2, BH1578 lux ind 5.0, BoNT A protease 7.0, Anthrax LF inh2 1, PfHsp40 rescue -0.3 and Yp Topo-I inh 2.
`S=C(NCc1ccco1)Nc1ccc(Oc2ccccc2)cc1` gave 3CLpro inhibitor 8, TcdB inh 1.2, PriA SSB inh 4, CCHF vOTU inh 3, VHR inh abs 2, BH1578 lux ind -0.3, BoNT A protease -0.2, Anthrax LF inh2 -2, PfHsp40 rescue 5.8 and Yp Topo-I inh 7.
For O=C1N/C(=N\N=C\c2cccs2)SC1Cc1ccc(Cl)c(Cl)c1 (stereo not drawn) the results were 3CLpro inhibitor 1, TcdB inh 0.7, CCHF vOTU inh -1, VHR inh abs -10, BH1578 lux ind -0.1, BoNT A protease -0.6, Anthrax LF inh2 0, PfHsp40 rescue -0.2 and Yp Topo-I inh 12.

Assay outcomes from PubChem BioAssay.
